# Assay outcomes deposited in PubChem by several laboratories.
# SMARCA2 act: SMARCA2 (BRM) function activators, primary screen, cell-based, luminescence, high throughput | activation, % at 9.1 µM | 370,000 compounds, 1% hits | MG213 cells, MMTV-luciferase reporter, dexamethasone, overnight; in the data active = activation above about 7.8%;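 also: 0% = vehicle wells and 100% = reference activator wells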
# NR1D1 modulator: modulators of Rev-erb alpha DNA binding, primary screen, biochemical, FITC-DNA, fluorescence polarization, uHTS; Rev-erbα–FITC-DNA binding, 90 min; AID 1259318, 2017; activity, % at 10 µM; 370,000 compounds, 0.79% hits;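 active = activity above about 14%, limit read from the data; passing the limit was not always enough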;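 also: 0% = DMSO wells with 35 nM protein and 100% = DMSO wells with 750 nM protein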
# Target sequence (P20393 whole entry, looked up): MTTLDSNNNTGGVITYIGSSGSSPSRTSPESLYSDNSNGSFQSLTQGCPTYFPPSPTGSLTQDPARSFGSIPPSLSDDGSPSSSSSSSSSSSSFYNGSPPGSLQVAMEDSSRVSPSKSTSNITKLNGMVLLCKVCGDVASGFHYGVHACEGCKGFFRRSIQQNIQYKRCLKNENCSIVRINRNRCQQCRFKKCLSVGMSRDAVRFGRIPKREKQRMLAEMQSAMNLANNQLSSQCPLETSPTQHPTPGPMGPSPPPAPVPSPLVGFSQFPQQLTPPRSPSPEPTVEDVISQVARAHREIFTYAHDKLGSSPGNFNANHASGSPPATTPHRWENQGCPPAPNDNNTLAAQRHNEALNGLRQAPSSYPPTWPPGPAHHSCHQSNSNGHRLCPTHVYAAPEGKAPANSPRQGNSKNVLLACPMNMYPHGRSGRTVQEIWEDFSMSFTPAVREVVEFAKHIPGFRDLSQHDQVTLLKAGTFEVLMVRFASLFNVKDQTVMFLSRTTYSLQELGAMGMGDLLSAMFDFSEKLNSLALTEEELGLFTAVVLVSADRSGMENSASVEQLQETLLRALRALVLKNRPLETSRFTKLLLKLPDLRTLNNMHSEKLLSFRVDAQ
# PLCb3 inh: human PLC-beta3 inhibitors, primary screen, biochemical, fluorescence; inhibition, % at 12.2 µM; 370,000 compounds, 0.18% hits; AID 720704, 2013; Purified PLC-beta3, fluorogenic substrate; 1-phosphatidylinositol 4,5-bisphosphate phosphodiesterase beta-3 (Homo sapiens), Q01970; in the data active = inhibition above about 11%;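 also: 0% = median of compound wells on plate and 100% = full blocker control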
# HGIII-sPLA2 inh: human group III sPLA2 inhibitors, primary screen, biochemical, QFRET, BODIPY PC-A2 liposome substrate; Group 3 secretory phospholipase A2 (Homo sapiens), Q9NZ20; QFRET BODIPY PC-A2 liposome hydrolysis, fluorescence; inhibition, % at 12.2 µM; 370,000 compounds, 0.56% hits; AID 743126, 2013;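 active = inhibition above mean plus 3 SD of compounds lying within the high and low control bounds, cut at about 19% in these data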;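 also: 0% = median of test compound wells and 100% = no enzyme DMSO wells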
# GAA850 FXN act: FXN promoter activators, primary screen, cell-based, luciferase luminescence, HEK293 lucGAA850. HEK293 lucGAA850 FXN promoter luciferase reporter, 24 h; percent of 10 µM SAHA response. activation, % at 6 µM. 360,000 compounds, 0.56% hits. AID 540364, 2011;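 active = activation above the average of all compounds screened plus 3 SD, cutoff fixed separately per campaign, cut at about 7.5% in these data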;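 also: 0% = DMSO wells and 100% = 10 µM SAHA wells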
# hgDAF12 agonist: H. glycines DAF-12 receptor agonists, primary screen, cell-based, luminescence, HEK293, GAL4 fusion, UAS-luciferase. HEK293 GAL4-hgDAF12 UAS-luciferase reporter, agonist luminescence; normalized to butyrate control. activation, % at 6.8 µM. 370,000 compounds, 1.8% hits. AID 687014, 2013;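 active = activation above a cutoff set at the mean of all screened compounds plus 3 SD, cut at about 10% in these data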;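 also: 0% = DMSO wells and 100% = sodium butyrate wells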
# DAX1 inh-1: DAX1 (NR0B1) inhibitors, primary screen, cell-based, HEK293, Gal4-DAX1, luciferase luminescence; Nuclear receptor subfamily 0 group B member 1 (Homo sapiens), P51843; HEK293 Gal4-DAX1 luciferase reporter; inhibition, % at 6.75 µM; 340,000 compounds, 0.99% hits; AID 504766, 2011;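 active = inhibition above the mean over all tested compounds plus 3 SD, cut at about 4.2% in these data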;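 also: 0% = DAX1-transfected cells with DMSO and 100% = empty-vector control cells with DMSO; inhibition shows as a rise in luminescence from relieved DAX1 repression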
# Target sequence (P51843 207-470 limits assumed): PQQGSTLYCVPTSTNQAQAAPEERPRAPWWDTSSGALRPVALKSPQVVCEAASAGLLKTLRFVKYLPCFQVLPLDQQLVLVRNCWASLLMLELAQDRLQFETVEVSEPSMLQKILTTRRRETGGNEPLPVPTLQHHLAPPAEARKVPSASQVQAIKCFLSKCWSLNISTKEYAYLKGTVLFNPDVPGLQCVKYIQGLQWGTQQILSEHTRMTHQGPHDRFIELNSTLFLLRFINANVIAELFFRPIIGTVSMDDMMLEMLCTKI
# hcDAF12 agonist: H. contortus DAF-12 nuclear receptor activators, primary screen, cell-based, luminescence, HEK293, lit1-tk-luc reporter; activation, % at 6.8 µM; AID 652067, 2013; 370,000 compounds, 1.4% hits; HEK293 hcDAF-12 lit1-tk-luc reporter; 0% DMSO, 100% Δ7-dafachronic acid;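 active = activation above the mean of all tested compounds plus 3 SD, cut at about 5.5% in these data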;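 also: 100% = response to 3 µM Δ7-dafachronic acid high control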
# DAX1 inh-2: DAX1 (NR0B1) inhibitors on StAR promoter, primary screen, cell-based, luminescence, SF-1 (NR5A1), full-length DAX-1; HEK293T StAR-luciferase reporter, SF-1/DAX-1 repression relief; inhibition, % at 6.8 µM; 370,000 compounds, 1.1% hits; AID 652010, 2013;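 active = inhibition above the mean over all tested compounds plus 3 SD, cut at about 3.6% in these data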;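 also: 0% = DAX-1 cells with DMSO and 100% = cells lacking DAX-1 with DMSO; higher inhibition means more luminescence from relief of DAX-1 repression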
# ssDAF-12 act: S. stercoralis DAF-12 nuclear receptor activators, primary screen, cell-based, luminescence, HEK293, GRIP1 co-expression, lit1-tk-luc; activation, % at 6.8 µM; Nuclear hormone receptor DAF-12 (Strongyloides stercoralis); AID 652126, 2013; 370,000 compounds, 1% hits; HEK293 ssDAF-12/GRIP1 lit1-tk-luc reporter; % of 3 µM dafachronic acid response;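 active = activation above the mean over all tested compounds plus 3 SD, cut at about 0.9% in these data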;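 also: 0% = DMSO-only wells and 100% = 3 µM delta7-dafachronic acid wells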
# PG9 Ab binder: binders of HIV-1 gp120 antibody PG9, primary screen, biochemical, TR-FRET; TR-FRET gp120-PG9 antibody binding; inhibition, % at 6.7 µM; 360,000 compounds, 0.43% hits; in the data active = inhibition above about 8.5%
# * = called active by the depositor; i = inactive; / = no result given.
Compound,SMARCA2 act,NR1D1 modulator,PLCb3 inh,HGIII-sPLA2 inh,GAA850 FXN act,hgDAF12 agonist,DAX1 inh-1,hcDAF12 agonist,DAX1 inh-2,ssDAF-12 act,PG9 Ab binder
CCOc1[nH]n(-c2ccccc2)c(=O)c1C=Nc1ccccc1,0,-4,1,-7,-2.9,2.9,0.8,-1.5,-0.6,-1.3,-1.0
CSc1c(SCc2ccccc2)cnn(Cc2ccccc2)c1=O,8,2,3,8,1.9,-4.2,0.1,-1.1,0.1,-1.7,-1.9
Clc1ccc(-c2nnc(NCCN3CCCC3)c3ccccc23)cc1,-1,-4,-7,-7,1.3,-2.5,1.3,-0.1,0.7,-1.4,0.3
OCCNCCCCCOc1ccc(F)cc1,-1,2,2,2,2.4,-1.0,-0.4,-1.8,0.6,-0.6,0.1
CCCC(=O)c1c(NC)cc(C)oc1=O,-2,1,2,0,-1.5,0.5,1.2,-0.8,0.3,-0.5,1.2
CC(C)CN(C(=O)COC(=O)c1c2c(nc3ccccc13)CCC2)c1c(N)n(Cc2ccccc2)c(=O)[nH]c1=O,0,-6,-10,1,-6.5,-3.9,0.8,-1.8,-0.7,-1.6,-0.5
CCC1CCc2sc(C(=O)N(C)CC(=O)Nc3ccc(OC)cc3)cc2C1 (stereo not given),-2,2,-11,-29,-0.3,-3.8,-0.5,-0.1,-1.2,-0.9,-1.7
CSc1ccccc1OCc1cc(C(=O)N2CCNC(=O)C2)no1,-2,9,-3,-7,-0.5,3.0,-0.7,0.4,0.1,-0.6,-2.2
COc1ccc2c(COC(=O)c3cccc(S(=O)(=O)NCC(C)C)c3)cc(=O)oc2c1,-2,3,-99,-31,0.2,2.8,-1.5,-1.8,-0.2,-0.7,0.5
CCOC(=O)C1=C(O)C(=O)N(Cc2ccc(C(C)(C)C)cc2)CC1,-2,-3,-1,-6,3.4,-3.0,-1.2,-0.9,-0.4,-1.1,0.9
O=C(NCC(c1ccco1)N1CCc2ccccc21)c1cccc([N+](=O)[O-])c1 (stereo not given),3,1,5,6,-0.8,-1.2,-0.9,-1.2,-1.7,-1.7,-3.6
COCCCNCC(=O)c1c(N)n(Cc2ccccc2)c(=O)n(C)c1=O,0,-2,-1,-1,-0.3,-2.1,1.8,-0.8,0.4,-0.8,0.0
Cc1ccc(NC(=O)c2cc(-c3cccs3)nc3ccccc23)nc1,-4,3,-341,1,-1.9,-2.0,-1.3,-2.6,-1.0,-1.8,-2.1
Cc1ccc(NS(=O)(=O)c2cc(C(=O)N3CCCC3)ccc2C)cc1C,1,-4,0,-14,-0.9,-3.7,-0.3,-1.2,-0.3,-0.2,-2.2
Cc1ccc(NC(=O)Cn2c(-c3ccc(F)cc3)cnc2SCC(=O)Nc2c(C)cccc2C)cc1,-1,-3,4,-1,0.7,0.1,0.5,-0.8,0.6,-1.1,-0.8
O=C1c2sc3nc4c(c(=O)n3c2C(=O)N1c1ccccc1)CCC4,0,9,-1,1,0.4,-2.7,0.3,-1.2,-0.1,-0.7,0.0
CC(=O)Nc1cccc(-c2csc(Nc3ncccn3)n2)c1,2,-6,-6,-5,/,19*,/,4.7,2.3,1.1*,-0.9
COC(=O)CCN(C(=O)c1ccc([N+](=O)[O-])cc1)c1ccccn1,-5,1,-4,11,0.4,-0.5,1.0,-1.9,0.4,-1.7,-0.4
CN(C)CCCN(C(=O)c1cccs1)c1nc2cc3c(cc2s1)OCO3,2,-3,-4,5,1.4,0.1,0.8,1.5,1.7,-1.0,2.1
CC(CN1C(C)CCCC1C)OC(=O)c1ccc(Cl)cc1Cl (stereo not given),-4,-4,-6,2,-0.1,4.0,-0.6,-0.7,0.1,-1.2,-1.3
CC(=O)Nc1ccc2nc(CN3CCC(CO)(CCc4ccccc4)CC3)ccc2c1,-2,7,-81,-12,2.3,0.0,-0.5,0.0,-0.1,-0.6,3.2
O=[N+]([O-])c1ccc(S(=O)(=O)Nc2ccc(S(=O)(=O)N3CCCC3)cc2)cc1,-2,2,-3,-17,1.4,-1.1,-0.2,-0.5,-0.4,-1.1,-1.3
O=C(c1ccco1)N1N=C(c2ccc(Br)cc2)CC1c1ccco1 (stereo not given),-1,-3,-8,12,2.6,-1.1,0.6,-2.3,1.5,-1.3,-2.1
O=C(c1cccc(-c2ccco2)c1)N1CCCC(N2CCN(c3ccc(F)cc3)CC2)C1 (stereo not given),1,3,-7,3,0.0,-1.8,-1.0,0.9,-1.2,-1.4,-0.6
Cc1ccc(-n2ncc(N(C)C)c(Cl)c2=O)cc1,1,-7,5,2,-1.4,7.1,0.2,4.5,3.4,0.0,-3.3
C/C(=N\NC(=O)C1CCCC1)c1ccc(C(C)C)cc1,0,-1,-7,4,3.5,9.0,0.4,0.8,2.3,-0.5,0.5
CSc1nnc(C(C)(C)C)c(=O)n1/N=C/c1ccccc1O,3,-1,-10,-2,3.0,0.6,1.2,0.3,-0.1,-1.3,-1.1
Cc1ccccc1CN1CCCCC(NC(=O)C2CCCCC2)C1=O (stereo not given),-3,-6,2,2,/,-1.0,/,-3.1,-1.6,-1.0,/
CC[C@@]12C(=O)N(c3cccc(Br)c3)C(=O)N1[C@H](c1cccc(C)c1)[C@@H]1C(=O)N(Cc3ccccc3)C(=O)[C@@H]12,1,-4,4,-29,-6.4,-3.1,0.2,-1.3,-0.1,-1.2,0.9
COc1ccc(C(=O)NCCNc2nc3cc(C)c(C)cc3cc2C)cc1,1,-3,-1,-12,3.8,0.6,-0.4,0.3,0.2,-1.2,0.3
O=C(c1ccc(Cl)cc1)N1CCC(=O)N(C(CO)Cc2ccccc2)CC1 (stereo not given),0,1,0,1,0.6,0.2,1.2,-0.8,0.2,-1.3,-1.1
COC(=O)[C@]12C[C@H](CC(=O)NCC3CCCCC3)C(=O)N(Cc3ccc(Cl)cc3Cl)C1=C[C@H](COCc1ccccc1)O[C@@H]2C,-3,-4,1,5,/,-0.2,/,-2.0,-1.5,-0.7,/
CS(=O)(=O)c1ccc(Cl)c(NC(=O)C2CCN(S(=O)(=O)c3cccs3)CC2)c1,1,-1,2,4,1.9,1.8,-0.3,0.5,-0.6,-1.1,0.7
COc1ccc(-c2noc(CNC(=O)c3ccc4c(c3)OCO4)n2)cc1OC,-1,6,-6,-1,0.3,-1.2,-1.6,-0.4,-0.2,-0.8,-1.2
Cc1ccccc1NC(=O)c1cc(S(=O)(=O)N2CCOCC2)ccc1F,3,-1,-5,6,0.1,-1.3,-0.8,-0.9,-0.8,-1.1,2.7
CS(=O)(=O)N(CC(=O)NCc1cccnc1)Cc1ccc(Cl)cc1,-3,-5,7,2,-1.4,0.0,-0.7,-1.7,-0.6,-0.8,0.3
Cc1nn(C)c(-c2n[nH]c(=S)n2Cc2ccco2)c1Cl,-3,3,-4,20*,1.1,-0.6,-0.3,-4.1,0.1,-0.8,1.2
O=C(Nc1ccccc1)Nc1c(-c2ccc(F)cc2)nc2ncccn12,0,2,-434,-4,/,-2.1,/,-2.8,-1.0,-0.5,/
Cc1ccc(S(=O)(=O)NCCCC(=O)C=[N+]=[N-])cc1,0,-3,3,-17,-0.8,-1.2,1.0,-0.5,0.1,-1.1,-2.2
COc1ccc(CN(CCC(c2ccc(F)cc2)C2CCOC(C)(C)C2)C(=O)c2ccco2)cc1 (stereo not given),-2,-2,4,-16,-4.7,-1.3,-1.5,-3.3,-1.2,-1.8,-2.8
Cc1cccc(NC(=O)CCN2C(=O)C3C4CCC(C4)C3C2=O)c1C (stereo not given),-2,1,1,6,-0.9,3.9,0.6,0.9,0.7,-1.0,0.3
Clc1ccc(-c2nc3c4ccccc4ccn3c2Cc2cccc(Cl)c2)cc1,2,-8,-10,1,/,7.0,/,5.9*,0.8,0.9,-1.3
COC(=O)C(Cc1ccccc1)NC(=O)CNS(=O)(=O)c1ccc(Br)cc1 (stereo not given),1,-4,0,4,1.7,0.8,1.4,3.4,0.1,0.7,-0.7
CCN1C(=O)c2cccc3c(S(=O)(=O)N4CCC(C)CC4)ccc1c23,-4,5,i,5,-0.7,-5.0,1.8,1.0,-0.7,0.2,0.9
COc1cc(CNCCCN2CCOCC2)ccc1OCC(=O)Nc1cccc(C(F)(F)F)c1,-3,-1,7,-14,1.0,-0.8,-1.1,-2.4,0.8,-1.4,-1.2
COc1cccc(NC(=O)COC(=O)c2c(F)cccc2F)c1,2,4,2,-1,2.8,-1.7,0.9,-0.5,-0.8,-0.6,0.9
CC(NC(=O)CSc1cccc(C(F)(F)F)c1)c1ccccc1 (stereo not given),1,-7,-3,-6,2.6,1.7,-0.5,-2.0,-0.5,-1.5,-0.7

# Entries listed above shown as hits in hcDAF12 agonist.
Structure | SMARCA2 act | NR1D1 modulator | PLCb3 inh | HGIII-sPLA2 inh | GAA850 FXN act | DAX1 inh-1 | hcDAF12 agonist | DAX1 inh-2 | ssDAF-12 act | PG9 Ab binder
Clc1ccc(-c2nc3c4ccccc4ccn3c2Cc2cccc(Cl)c2)cc1 | 2 | -8 | -10 | 1 | / | / | 5.9* | 0.8 | 0.9 | -1.3

# Profiles from above.
# `Cc1ccccc1NC(=O)c1cc(S(=O)(=O)N2CCOCC2)ccc1F` is entered as SMARCA2 act: 3; NR1D1 modulator: -1; PLCb3 inh: -5; HGIII-sPLA2 inh: 6; GAA850 FXN act: 0.1; hgDAF12 agonist: -1.3; DAX1 inh-1: -0.8; hcDAF12 agonist: -0.9; DAX1 inh-2: -0.8; ssDAF-12 act: -1.1; PG9 Ab binder: 2.7
# `CC(NC(=O)CSc1cccc(C(F)(F)F)c1)c1ccccc1` (stereo not given) is entered as SMARCA2 act: 1; NR1D1 modulator: -7; PLCb3 inh: -3; HGIII-sPLA2 inh: -6; GAA850 FXN act: 2.6; hgDAF12 agonist: 1.7; DAX1 inh-1: -0.5; hcDAF12 agonist: -2.0; DAX1 inh-2: -0.5; ssDAF-12 act: -1.5; PG9 Ab binder: -0.7
